Diaphorase inh = diaphorase inhibition or chemical oxidation counter-screen | diaphorase resazurin-to-resorufin fluorescence, NADH, 16 min; bacterial (C. kluyveri) enzyme, not human | AID 1217 | inhibition, % at 20 µM | 190,000 compounds, 0.69% hits;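 active = primary screen inhibition at 20 µM above a set limit, cut at about 50% in these data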;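 note: plate controls were DMSO with full reaction for no effect and wells lacking NADH for full effect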
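Assay system: diaphorase enzyme from Clostridium kluyveri; Input: enzyme working solution with 0.14 U/mL diaphorase; Timing: 16 min at room temperature; Technique: resorufin fluorescence, excitation 544 nm, emission 590 nm; Benchmarks: positive control minus NADH, DMSO neutral control.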
G6PDH CS = inhibits Leuconostoc G6PDH, flagging false hits in G6PDH-based assays; 200,000 compounds, 0.12% hits; Purified L. mesenteroides G6PDH, diaphorase/resazurin coupled fluorescence, 45 min; AID 1020; inhibition, % at 5 µM
DTT redox prof = compounds producing H2O2 with reducing agent – biochemical, NIH compound library profiling, artefact control for MLSCN library redox annotation, primary screen; DTT-dependent redox cycling H2O2, phenol red/HRP absorbance; 100% = 100 µM peroxide control, 0% = buffer; activation, % at 10 µM; 200,000 compounds, 0.03% hits; AID 878;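 active = activation of at least 50% relative to the plate's high and low controls in the primary single-dose screen; inactive = activation below 50%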;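 note: compound incubated with DTT at 0.8 mM final as the reducing agent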
TLR4 MyD88 comp = TLR4-MyD88 interaction inhibition in cells | O00206+Q99836 | HeLa CL3-4 TLR4/MyD88 BLA complementation, FRET ratio | inhibition, % at 8.4 µM | 200,000 compounds, 0.18% hits | AID 861; in the data active = inhibition above about 25%;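 note: 0% = vehicle and 100% = reference inhibitor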
Diaphorase act = diaphorase activation or chemical reduction counter-screen; Diaphorase/resazurin coupled assay, resorufin fluorescence, 16 min; active compounds read high; 1 = vehicle wells, 0 = NADH-free wells; activation factor at 20 µM; 190,000 compounds, 0.005% hits; AID 1229;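 active = diaphorase activity raised at least twofold by the compound at 20 µM; inactive = activation factor below 2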
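Material: bacterial diaphorase enzyme (C. kluyveri); amount: enzyme 0.07 U/mL final; reagent: NADH substrate 0.114 mM plus resazurin dye 0.1 mM, final; doses: single compound dose of 20 µM, 1% DMSO final; timing: 16 min enzyme reaction, ambient temperature; measured by: fluorescence of resorufin, 544 nm excitation, 590 nm emission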
Hsp70 act = transcriptional activators of Hsp70. HeLa Hsp70 promoter luciferase reporter, luminescence; scaled: vehicle 0, proteasome-inhibitor control 100%. activation, % at 10 µM. 200,000 compounds, 0.04% hits;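 active = activation above the mean across all tested compounds plus 3 SD, cutoff set per campaign, cut at about 5.5% in these data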;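 note: 100% = MG132 at 30 µM as the positive control and 0% = DMSO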
RAM network inh = yeast RAM network inhibition; S. cerevisiae dse1pr::URA3 reporter, 5-FOA growth OD615, 2 d; analog-sensitive cbk1-as2 kinase mutant strain; 190,000 compounds, 1.8% hits; inhibition, % at 50 µM;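 active = inhibition above a set limit, 3 SD over mean compound inhibition, cut at about 8.4% in these data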;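 note: 0% = DMSO-only wells with no growth and 100% = 10 µM 1-NA-PP1 full growth; inhibition rescues growth on 5-FOA so higher OD means more RAM inhibition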
PMI act = phosphomannose isomerase (human) activation; P34949; purified human PMI, coupled resazurin fluorescence, 20 min; active compounds read high; 1 = vehicle control, 0 substrate-free wells; activation factor at 20 µM; 190,000 compounds, 0.005% hits;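 active = activation factor of 2 or more at 20 µM, relative to plate controls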
Target sequence (P34949 whole entry, looked up): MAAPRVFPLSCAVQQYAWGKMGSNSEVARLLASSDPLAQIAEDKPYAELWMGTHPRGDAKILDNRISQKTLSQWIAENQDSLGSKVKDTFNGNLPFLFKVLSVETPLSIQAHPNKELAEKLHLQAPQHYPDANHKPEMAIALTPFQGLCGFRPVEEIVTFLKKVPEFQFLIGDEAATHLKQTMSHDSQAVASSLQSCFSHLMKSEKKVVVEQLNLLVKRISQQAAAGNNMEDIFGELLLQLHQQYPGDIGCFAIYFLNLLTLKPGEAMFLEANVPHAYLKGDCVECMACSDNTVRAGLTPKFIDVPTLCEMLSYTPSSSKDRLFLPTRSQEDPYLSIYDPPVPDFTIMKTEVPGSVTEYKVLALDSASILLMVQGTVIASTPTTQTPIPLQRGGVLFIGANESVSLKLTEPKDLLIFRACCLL
L major viab = reduces viability of Leishmania major promastigotes; resazurin fluorescence viability; inhibition, % at 10 µM; 200,000 compounds, 9% hits;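 note: promastigotes grown with compound for 44 hours at 28 °C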
S1P3 antagonist = S1P3 (human) receptor antagonism. AID 485. inhibition, % at 4.98 µM. CHO S1P3 NFAT-BLA reporter, FRET fluorescence, antagonist mode. 170,000 compounds, 0.27% hits. Q99500;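 active = inhibition above the plate cutoff, the mean inhibition of test wells on that plate plus 3 SD, cut at about 28% in these data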;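 note: cells challenged with S1P at its EC80 of 0.8 µM; blue over green emission ratio from cleaved BLA substrate after 4 h stimulation; 0% = S1P-stimulated wells and 100% = unstimulated DMSO-only wells; some compounds past the cut are filed as inactive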
Target sequence (Q99500 whole entry, looked up): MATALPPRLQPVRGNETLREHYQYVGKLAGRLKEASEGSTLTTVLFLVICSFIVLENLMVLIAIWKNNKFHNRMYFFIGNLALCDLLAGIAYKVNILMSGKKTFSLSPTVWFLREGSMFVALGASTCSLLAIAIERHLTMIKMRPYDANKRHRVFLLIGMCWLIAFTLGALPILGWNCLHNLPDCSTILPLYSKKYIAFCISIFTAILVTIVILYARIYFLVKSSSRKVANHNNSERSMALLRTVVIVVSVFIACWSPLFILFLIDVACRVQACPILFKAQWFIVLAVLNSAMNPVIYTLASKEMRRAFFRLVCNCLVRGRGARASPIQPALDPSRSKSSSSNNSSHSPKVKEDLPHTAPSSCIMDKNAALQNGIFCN
PMI act hi M6P = activators of human phosphomannose isomerase at near-saturating mannose 6-phosphate. activation factor at 20 µM. 190,000 compounds, 0.34% hits. coupled PMI enzyme assay, resazurin fluorescence, 20 min; active compounds read high; 1 = untreated enzyme, 0 = substrate-free blank. P34949;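 active = activation factor of 2 or more at 20 µM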
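Test system: human PMI in coupled enzyme assay; Input: PMI at 15 ng/mL final; Medium: HEPES buffer, pH 7.4; Schedule: 20 min incubation at room temperature; Technique: resorufin fluorescence at Ex 544/Em 590 nm; Compound: 20 µM single dose; Probe or stimulus: Near-saturating mannose-6-phosphate, 1.0 mM.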
* = called active by the depositor; . = not tested or not shown. Cut-off read from the data, not from the text of the source, unless noted: active = inhibition above about 50%; inactive = the rest.

SMILES | Diaphorase inh | G6PDH CS | DTT redox prof | TLR4 MyD88 comp | Diaphorase act | Hsp70 act | RAM network inh | PMI act | L major viab | S1P3 antagonist | PMI act hi M6P
CCC(C)(C)NC(=O)CN(Cc1cccs1)C(=O)CNS(=O)(=O)c1ccc(F)cc1 | 5 | 14 | 0.2 | -3 | 1 | -0.1 | 7.0 | 1.1 | -4 | -3 | 1.1
CCOc1ccc(NC(=O)CC2C(=O)N(c3ccccc3)C(=O)N2CCc2cccs2)cc1 (stereo unspecified) | 12 | 5 | -0.5 | -14 | 0.9 | -0.6 | 4.4 | 0.9 | 66* | -4 | 0.9
Cc1ccc(C(C)C)c(OCCN2C(=O)NC(C)(C)C2=O)c1 | -5 | 10 | 0.8 | -6 | 1 | -0.3 | 0.9 | 1 | 0 | . | 1
O=C(Cc1cccs1)Nc1ccccc1NC(=O)Cc1cccs1 | 2 | 3 | -0.4 | 4 | 1 | 1.1 | 0.4 | 1 | 17 | -30 | 1
Cc1ccccc1OCCc1c(C)[nH]c(=S)[nH]c1=O | -2 | -4 | 2.8 | 0 | 1 | 0.0 | 2.0 | 1.1 | -8 | -12 | 1
Cc1cc2oc3c(c(=O)c2cc1C)C(c1ccc(F)cc1)N(CCCN1CCOCC1)C3=O (stereo unspecified) | 2 | 0 | -3.3 | -5 | 1 | -0.2 | 1.0 | 1.1 | 2 | 0 | 1.1
Cc1cccc(N2CCN(C(=O)C3CCN(S(=O)(=O)c4cccc5nsnc45)CC3)CC2C)c1 (stereo unspecified) | 21 | -17 | 0.9 | 5 | 0.8 | -0.2 | 1.0 | 0.8 | 51* | -53 | 0.8
CCCOC(=O)C1=C(C)NC2=C(C(=O)CC(C)(C)C2)C1c1ccc(N(C)C)cc1 (stereo unspecified) | -1 | 6 | 9.5 | 2 | 1 | -0.3 | -1.4 | 1.1 | 23 | -16 | 1.1
O=C(Nc1ccc(N2CCOCC2)cc1)C1(c2ccc(Cl)cc2)CCC1 | 5 | 10 | 0.2 | 3 | 0.9 | 0.2 | -1.0 | 1 | 8 | -21 | 1
O=C(CN1CCN(c2ccccn2)CC1)NCCc1ccccc1 | 17 | 2 | 1.1 | -1 | 0.8 | -0.3 | 1.7 | 1 | -9 | 0 | 1
CC(C)COC(=O)n1c(=O)oc2cc(S(=O)(=O)N3CCCCC3)ccc21 | 29 | 7 | -0.3 | 3 | 0.7 | -0.2 | 2.6 | 0.9 | -15 | -30 | 1
CCc1nnc(NC(=O)CSc2nnc(CSc3nc(C)cc(C)n3)o2)s1 | 16 | -7 | -1.3 | -11 | 0.8 | -0.4 | . | 1 | -8 | -5 | 1
CCN(CC)C(=O)CSc1nc(-c2cccs2)cc(-c2cccs2)c1C#N | 6 | -2 | 1.7 | 14 | 0.9 | -0.3 | 8.4* | 0.9 | 7 | . | 1
Cc1ccccc1CNC(=O)Cc1cccs1 | 4 | 12 | 1.0 | -13 | 1 | -0.1 | 2.9 | 1 | -2 | 2 | 1
O=C(Nc1ccc2nc(-c3cccs3)c(-c3cccs3)nc2c1)NC1CC1 | 25 | 6 | 4.6 | -1 | 0.8 | -0.2 | 5.9 | 1.1 | 64* | . | 1.4
CC(=O)CSc1nc(N(C)C)nc(N(C)C)n1 | 7 | 3 | -0.4 | 3 | 0.9 | 0.4 | 0.5 | 0.9 | -2 | -6 | 0.9
COc1cc(NS(=O)(=O)c2ccc(Nc3nc(-c4cccc([N+](=O)[O-])c4)cs3)cc2)nc(OC)n1 | 21 | -8 | 0.7 | -7 | 0.8 | -0.3 | 1.1 | 1 | -3 | -1 | 1
CC(=O)Nc1cccc(Cl)c1C(=O)O | 2 | 1 | 0.1 | 2 | 1 | 0.0 | 1.9 | 1 | -5 | -4 | 1.1
COc1ccc(-n2cnnc2SCC(=O)Nc2nc(C)c(Cl)cc2Cl)cc1 | 10 | -8 | 0.3 | 1 | 0.9 | -0.1 | 0.8 | 1 | -2 | . | 1.1
CCOC(=O)C1CCN(C(=O)C2CCN(S(=O)(=O)CC)CC2)CC1 | 5 | -2 | -1.5 | -13 | 1 | -0.4 | 1.7 | 1.1 | -3 | 20 | 1.1
COc1ccc(-c2nnc(SCC(=O)N3CCN(c4ccccc4)CC3)o2)cc1OC | -1 | 23 | 0.6 | 3 | 1 | -0.2 | 1.2 | 1 | -3 | -18 | 1
CC(C)CN(C(=O)COC(=O)c1ccccc1Sc1ccccc1C#N)C1CCS(=O)(=O)C1 (stereo unspecified) | 15 | 14 | 0.0 | 6 | 0.9 | 0.1 | 5.5 | 1.1 | -8 | 11 | 1.1
Cc1nc2ccc(S(=O)(=O)Nc3cc(-c4nc5cccnc5s4)ccc3C)cc2s1 | 24 | 0 | 0.1 | 14 | 0.8 | 0.2 | 5.6 | 0.9 | 1 | -15 | 0.9
CCOc1ccc(C2c3[nH]c4ccccc4c3CCN2CCCn2cccn2)cc1 (stereo unspecified) | 24 | -3 | 0.5 | -6 | 0.8 | -0.2 | 0.0 | 0.9 | 44 | 11 | 1
COc1ccc(CN2CCNC(=O)C2CC(=O)O)c(OC)c1 (stereo unspecified) | -2 | -4 | -0.6 | 2 | 1 | 0.2 | 0.5 | 1.2 | -6 | -12 | 1.3

The list goes on (three carried over from the part before).
SMILES | Diaphorase inh | G6PDH CS | DTT redox prof | TLR4 MyD88 comp | Diaphorase act | Hsp70 act | RAM network inh | PMI act | L major viab | S1P3 antagonist | PMI act hi M6P
Cc1nc2ccc(S(=O)(=O)Nc3cc(-c4nc5cccnc5s4)ccc3C)cc2s1 | 24 | 0 | 0.1 | 14 | 0.8 | 0.2 | 5.6 | 0.9 | 1 | -15 | 0.9
CCOc1ccc(C2c3[nH]c4ccccc4c3CCN2CCCn2cccn2)cc1 (stereo unspecified) | 24 | -3 | 0.5 | -6 | 0.8 | -0.2 | 0.0 | 0.9 | 44 | 11 | 1
COc1ccc(CN2CCNC(=O)C2CC(=O)O)c(OC)c1 (stereo unspecified) | -2 | -4 | -0.6 | 2 | 1 | 0.2 | 0.5 | 1.2 | -6 | -12 | 1.3
O=C(/C=C/Nc1ccc(F)cc1)c1ccc(Oc2ncccn2)cc1 | 6 | 6 | 2.9 | -3 | 0.9 | -0.1 | 1.1 | 0.9 | -3 | . | 0.9
O=c1oc2ccccc2c2c1C(c1ccc(Cl)cc1)Nc1ccc3ccccc3c1-2 (stereo unspecified) | 12 | -1 | 0.9 | -11 | 0.9 | -0.4 | 7.2 | 1.1 | 87* | . | 1.1
O=C(OCC(=O)N1CCc2ccccc2C1)c1cccnc1Cl | 12 | -2 | -0.5 | 14 | 0.9 | -0.3 | 2.7 | 1 | -5 | -4 | 0.9
COc1ccc(S(=O)(=O)N2CCN(C(=O)Cc3cccs3)CC2)cc1 | 8 | 11 | -0.2 | 8 | 0.9 | -0.4 | 3.3 | 1 | -3 | -11 | 1
Cc1c(CNC2CCC(C)CC2)c(C(=O)O)c(C)n1Cc1ccccc1 (stereo unspecified) | -3 | -8 | 0.3 | 3 | 1 | -0.5 | 2.0 | 1 | -3 | 6 | 1.1
CCN(CC1CCCO1)C(=O)CCc1nnc(Cc2ccc3c(c2)OCO3)o1 (stereo unspecified) | 10 | 4 | -0.3 | 17 | 0.9 | -0.2 | 1.6 | 0.9 | -4 | -21 | 1
CC(=O)SC(C)CC(=O)Nc1ccccc1 (stereo unspecified) | -4 | -2 | -2.3 | 9 | 1 | -0.3 | 1.6 | 1.1 | -12 | 6 | 1
O=C(CN1CCN(C(c2ccccc2)c2ccccc2)CC1)NC(=O)NCc1ccco1 | 9 | 1 | -0.3 | 0 | 0.9 | -0.1 | 2.1 | 1 | 32 | -33 | 1.1
Cc1cc(C)nc(Nc2n[nH]c(COc3ccccc3)n2)n1 | 8 | 3 | 0.0 | -6 | 0.9 | 0.3 | 3.6 | 1 | -8 | 11 | 1
C=CCn1c(SCC(=O)Nc2ncc(Cc3cc(C(F)(F)F)ccc3Cl)s2)nnc1-c1ccncc1 | 12 | 8 | -0.5 | 7 | 0.9 | 0.0 | 0.1 | 1 | -6 | . | 1
O=C(Nc1cnc2ccccc2c1)c1cccnc1 | 23 | 9 | -0.9 | -3 | 0.8 | 0.2 | 0.5 | 1.1 | -7 | -12 | 0.9
COc1ccc(C2Nc3ccccc3C(=O)N2c2ccccc2)cc1CN1CCOCC1 (stereo unspecified) | 8 | 7 | 0.0 | -16 | 0.9 | -0.2 | 1.3 | 1 | 2 | 14 | 1
C=C(C)CSc1nc2ncccc2[nH]1 | 15 | 4 | -0.2 | 13 | 0.8 | -0.1 | -0.1 | 1 | 0 | -37 | 1
Cc1cccc2c1Sc1ccccc1CC2=O | 15 | 9 | 0.4 | -1 | 0.9 | -0.1 | 1.4 | 0.9 | 0 | . | 1
O=C(O)CCc1nn2c3ccccc3n(CCO)c2nc1=O | 4 | 1 | -0.6 | 1 | 1 | -0.2 | 0.9 | 1 | 2 | 11 | 1
CCN1CCN(C(=S)NCc2ccc(C)cc2)CC1 | 12 | -4 | -0.1 | 4 | 0.9 | -0.5 | 0.8 | 0.8 | 83* | -18 | 1
Cn1c(CN2CCCC2)nc2cc(NS(=O)(=O)c3ccccc3)ccc21 | 9 | 7 | 3.8 | 3 | 0.9 | -0.2 | 1.2 | 0.9 | 3 | 27 | 0.9
COc1ccc(CCNC(=O)CSc2ccc(Br)cc2)cc1OC | -8 | -1 | 0.0 | -7 | 1.1 | -0.2 | 1.3 | 1.1 | -2 | 4 | 1
CN(C)CCCC(=O)c1ccc2c(c1)OCO2 | 14 | -2 | 0.8 | 2 | 0.9 | -0.1 | 3.1 | 1 | 8 | . | 1
CCc1ccc(C(=O)COC(=O)CNC(=O)c2cccs2)cc1 | 8 | -13 | 1.7 | -19 | 0.9 | -0.2 | 1.4 | 1 | -3 | . | 1
CC1CCCC(NC(=O)Cc2ccc(Br)cc2)C1C (stereo unspecified) | 4 | 3 | 0.2 | 13 | 1 | 0.1 | 1.5 | 1 | 5 | . | 1.1
CSC1=C(C#N)C(c2ccc(C(C)C)cc2)CC(=O)N1 (stereo unspecified) | 16 | 2 | -0.6 | -6 | 0.8 | -0.1 | 3.2 | 0.9 | -1 | 18 | 0.7

Screening results from PubChem.
